Screening results as filed in PubChem BioAssay.
SMARCA2 activ: SMARCA2 (BRM) function activators, primary screen, cell-based, luminescence, high throughput. MG213 cells, MMTV-luciferase reporter, dexamethasone, overnight. activation, % at 9.1 µM. 370,000 tested, 1% active. AID 652017, 2013; in the data active means activation above about 7.8%;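 further: 0% = vehicle wells and 100% = reference activator wells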
PLC-beta3 inh: human PLC-beta3 inhibitors, primary screen, biochemical, fluorescence | 1-phosphatidylinositol 4,5-bisphosphate phosphodiesterase beta-3 (Homo sapiens), Q01970 | Purified PLC-beta3, fluorogenic substrate | inhibition, % at 12.2 µM | 370,000 tested, 0.18% active; in the data active means inhibition above about 11%;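 further: 0% = median of compound wells on plate and 100% = full blocker control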
Target sequence (Q01970 whole entry, looked up): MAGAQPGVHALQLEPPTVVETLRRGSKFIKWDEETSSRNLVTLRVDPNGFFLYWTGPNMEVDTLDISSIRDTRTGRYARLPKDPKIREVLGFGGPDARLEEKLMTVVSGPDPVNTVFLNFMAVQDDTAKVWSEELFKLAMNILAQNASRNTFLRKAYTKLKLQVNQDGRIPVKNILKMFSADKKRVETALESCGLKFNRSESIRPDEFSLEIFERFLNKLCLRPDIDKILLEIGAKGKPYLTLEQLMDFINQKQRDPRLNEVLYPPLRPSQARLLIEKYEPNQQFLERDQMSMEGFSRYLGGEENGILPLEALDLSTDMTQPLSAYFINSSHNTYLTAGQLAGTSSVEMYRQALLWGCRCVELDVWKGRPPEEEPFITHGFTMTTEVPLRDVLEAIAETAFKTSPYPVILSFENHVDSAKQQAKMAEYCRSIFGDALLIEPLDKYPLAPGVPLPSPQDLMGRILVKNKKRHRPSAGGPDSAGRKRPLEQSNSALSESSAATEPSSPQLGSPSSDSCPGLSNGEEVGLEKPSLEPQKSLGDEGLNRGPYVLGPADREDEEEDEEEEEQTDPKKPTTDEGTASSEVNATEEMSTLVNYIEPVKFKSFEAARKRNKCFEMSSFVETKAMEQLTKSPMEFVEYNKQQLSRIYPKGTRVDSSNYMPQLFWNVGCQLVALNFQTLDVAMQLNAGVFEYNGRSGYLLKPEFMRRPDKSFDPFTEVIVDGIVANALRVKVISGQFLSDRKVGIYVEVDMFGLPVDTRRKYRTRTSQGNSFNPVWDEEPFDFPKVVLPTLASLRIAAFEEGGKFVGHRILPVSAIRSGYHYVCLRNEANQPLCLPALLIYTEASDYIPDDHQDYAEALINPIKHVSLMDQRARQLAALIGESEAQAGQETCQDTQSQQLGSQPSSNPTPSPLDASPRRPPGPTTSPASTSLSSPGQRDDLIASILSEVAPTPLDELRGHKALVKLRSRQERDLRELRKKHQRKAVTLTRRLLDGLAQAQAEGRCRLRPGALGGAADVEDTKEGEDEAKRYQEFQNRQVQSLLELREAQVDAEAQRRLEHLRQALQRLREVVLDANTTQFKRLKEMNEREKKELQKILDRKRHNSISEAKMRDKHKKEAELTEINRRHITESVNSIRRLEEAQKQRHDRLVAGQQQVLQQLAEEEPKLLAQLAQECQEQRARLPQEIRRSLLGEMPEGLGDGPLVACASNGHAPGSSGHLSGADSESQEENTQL
PLC-gamma1 inh: PLC-gamma1 enzyme inhibitors, primary screen, biochemical, fluorescence, purified enzyme | 1-phosphatidylinositol 4,5-bisphosphate phosphodiesterase gamma-1 (Homo sapiens), P19174 | fluorogenic substrate | inhibition, % at 12.2 µM | 370,000 tested, 0.84% active | AID 720700, 2013; in the data active means inhibition above about 9.5%
DAX1 inh-1: DAX1 (NR0B1) inhibitors, primary screen, cell-based, HEK293, Gal4-DAX1, luciferase luminescence. Nuclear receptor subfamily 0 group B member 1 (Homo sapiens), P51843. HEK293 Gal4-DAX1 luciferase reporter. inhibition, % at 6.75 µM. 340,000 tested, 0.99% active. AID 504766, 2011;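 active means inhibition above the mean over all tested compounds plus 3 SD, cut at about 4.2% in these data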;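 further: 0% = DAX1-transfected cells with DMSO and 100% = empty-vector control cells with DMSO; inhibition shows as a rise in luminescence from relieved DAX1 repression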
MBD2 inh: inhibitors of MBD2 binding to methylated DNA, primary screen, biochemical, TR-FRET, DNA-binding domain, human. Methyl-CpG-binding domain protein 2 (Homo sapiens), Q9UBB5. MBD2 binding to methylated oligonucleotide. inhibition, % at 4.4 µM. 370,000 tested, 0.31% active. AID 686964, 2013; in the data active means inhibition above about 13%
hcDAF12 agonist: H. contortus DAF-12 nuclear receptor activators, primary screen, cell-based, luminescence, HEK293, lit1-tk-luc reporter; HEK293 hcDAF-12 lit1-tk-luc reporter; 0% DMSO, 100% Δ7-dafachronic acid; activation, % at 6.8 µM; 370,000 tested, 1.4% active; AID 652067, 2013;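 active means activation above the mean of all tested compounds plus 3 SD, cut at about 5.5% in these data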;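 further: 100% = response to 3 µM Δ7-dafachronic acid high control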
DAX1 inh-2: DAX1 (NR0B1) inhibitors on StAR promoter, primary screen, cell-based, luminescence, SF-1 (NR5A1), full-length DAX-1; 370,000 tested, 1.1% active; AID 652010, 2013; HEK293T StAR-luciferase reporter, SF-1/DAX-1 repression relief; inhibition, % at 6.8 µM;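 active means inhibition above the mean over all tested compounds plus 3 SD, cut at about 3.6% in these data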;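 further: 0% = DAX-1 cells with DMSO and 100% = cells lacking DAX-1 with DMSO; higher inhibition means more luminescence from relief of DAX-1 repression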
ssDAF-12 act: S. stercoralis DAF-12 nuclear receptor activators, primary screen, cell-based, luminescence, HEK293, GRIP1 co-expression, lit1-tk-luc; Nuclear hormone receptor DAF-12 (Strongyloides stercoralis); HEK293 ssDAF-12/GRIP1 lit1-tk-luc reporter; % of 3 µM dafachronic acid response; activation, % at 6.8 µM; 370,000 tested, 1% active;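 active means activation above the mean over all tested compounds plus 3 SD, cut at about 0.9% in these data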;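 further: 0% = DMSO-only wells and 100% = 3 µM delta7-dafachronic acid wells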
NR1D1 modulator: modulators of Rev-erb alpha DNA binding, primary screen, biochemical, FITC-DNA, fluorescence polarization, uHTS; 370,000 tested, 0.79% active; AID 1259318, 2017; activity, % at 10 µM; Rev-erbα–FITC-DNA binding, 90 min;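 active means activity above about 14%, limit read from the data; passing the limit was not always enough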;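 further: 0% = DMSO wells with 35 nM protein and 100% = DMSO wells with 750 nM protein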
ADAM17 inh: ADAM17 inhibitors, primary screen, biochemical, QFRET. Disintegrin and metalloproteinase domain-containing protein 17 (Homo sapiens), P78536. recombinant ADAM17, EDANS/DABCYL FRET peptide cleavage. inhibition, % at 6.95 µM. 370,000 tested, 0.83% active. AID 720648, 2013;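 active means inhibition above the mean of compounds lying between control limits plus 3 SD, set per campaign, cut at about 8.5% in these data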;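 further: 0% = DMSO-only wells as the low control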
hgDAF12 agonist: H. glycines DAF-12 receptor agonists, primary screen, cell-based, luminescence, HEK293, GAL4 fusion, UAS-luciferase; activation, % at 6.8 µM; Nuclear hormone receptor DAF-12 (Heterodera glycines), GAL4 fusion; 370,000 tested, 1.8% active; HEK293 GAL4-hgDAF12 UAS-luciferase reporter, agonist luminescence; normalized to butyrate control;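 active means activation above a cutoff set at the mean of all screened compounds plus 3 SD, cut at about 10% in these data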;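 further: 0% = DMSO wells and 100% = sodium butyrate wells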
* marks the source's active call; other numbers are inactive results; / = no result given.

Value order: PLC-beta3 inh, DAX1 inh-2, SMARCA2 activ, hgDAF12 agonist, DAX1 inh-1, hcDAF12 agonist, MBD2 inh, PLC-gamma1 inh, NR1D1 modulator, ADAM17 inh, ssDAF-12 act
[1] Cc1ccc(/C=C(/C#N)C(=O)NC(C)c2ccccc2)o1 (stereo not given)
 : -5, -0.2, -1, -1.0, 0.2, -2.6, 4, -2, -5, -4, -1.5
[2] COc1ccccc1NC1=NC(CO)(CO)CS1
 : -8, -0.3, 1, 1.2, /, -0.5, 0, 4, -3, -1, -0.7
[3] c1ccc(CSc2ccc(-c3ccco3)nn2)cc1
 : -3, 1.9, 10*, 15*, 1.4, 1.0, -3, 1, -7, -2, 0.0
[4] CN(Cc1ccccc1)C(=O)N[C@@H](Cc1ccccc1)C(=O)O
 : 2, -0.3, -5, -1.7, 0.2, -1.4, 4, 1, -2, -5, -0.8
[5] Cc1ccccc1/[N+]([O-])=C/c1cccs1
 : 3, -0.3, -2, 0.6, -1.2, 0.3, -6, 6, 1, 2, -0.8
[6] Cc1cc(NS(=O)(=O)c2ccc(NC(=O)CN3C(=O)NC(C)(c4ccccc4)C3=O)cc2)nc(C)n1 (stereo not given)
 : -9, 0.9, -2, 1.9, 2.1, -0.9, 0, -4, -2, -5, -0.1
[7] CCc1nnc(NC(=O)CSc2nc3cc(OC)c(OC)cc3cc2C)s1
 : 2, 0.8, -1, -0.7, 0.4, -0.5, -3, 3, 0, 0, -1.5
[8] O=C(CN1CCN(Cc2ccc3c(c2)OCO3)CC1)NCC(F)(F)F
 : -1, 0.2, 3, -0.3, -0.5, -0.3, -1, 0, 9, 1, -1.1
[9] O=c1[nH]c(=S)[nH]c2c1C(c1ccccc1)OC(C1CCCCC1)C2 (stereo not given)
 : -1, 2.2, -2, -1.7, /, 1.5, 2, 0, 0, -2, -0.1
[10] Clc1ccc(Cc2nc(-c3cccnc3)no2)cc1
 : 1, -1.2, -4, 6.3, 0.5, -0.4, 5, 1, -3, -4, -1.6
[11] CCC(C)(C)c1ccc(OCCCC[n+]2ccccc2)c(C(C)(C)CC)c1
 : 0, -3.0, -7, -9.1, -3.1, -4.4, 1, 4, 16, -3, -2.1
[12] Cc1ccnc(NC(=O)COc2ccc3c(c2)CCC3)c1
 : 2, 14*, 4, 14*, -2.7, 5.2, -5, 0, 1, -1, -0.4
[13] COc1ccc(S(=O)(=O)N(C)CC(=O)NC2CC2)cc1OC
 : -1, 0.2, -2, 0.7, 0.7, 1.5, 2, 1, -3, 1, -1.2
[14] N#Cc1ccc(NC(=O)OC2CCC23CCC(c2ccccc2)CC3)cc1 (stereo not given)
 : -4, -2.1, -3, 0.5, /, -0.1, -2, -1, 8, 7, -1.3
[15] O=C1N=C(N2CCCCC2)S/C1=C\c1ccncc1
 : 0, 0.8, -1, 0.3, -0.3, 2.1, -4, 2, 1, -3, -1.8
[16] CCO[C@@H]1OC(C(=O)NC2CC2)=C[C@H](c2ccc(C(F)(F)F)cc2)[C@H]1CCCO
 : 3, -0.6, 2, 1.3, -0.9, -1.6, -2, 0, -4, -3, -0.7
[17] Cc1ccccc1-n1c(=O)c2ccccc2n(CC(=O)NCc2ccco2)c1=O
 : -3, 0.5, 0, -1.5, 3.6, -0.5, -1, -2, 4, -3, -1.3
[18] O=C(CN1C(=O)NC2(CCCC2)C1=O)OCc1c(F)cccc1Cl
 : 0, 2.0, -2, 0.0, -1.1, -0.9, 3, 3, 3, -3, -0.9
[19] CCCCC[C@H]1CCCCC[C@@H](O)C[C@@H](O)[C@@H](O)/C=C/C(=O)O1
 : 3, -1.0, -3, 1.6, /, -1.8, 5, 0, -4, -5, -1.4
[20] CCOC(=O)c1cc2ccc(OC)c(OC)c2c(=O)s1
 : -4, -0.2, -1, 1.0, -0.7, -0.1, -3, -1, -1, -3, -1.5

Arranged by formula weight (lowest first): part of the list above
Value order: PLC-beta3 inh, DAX1 inh-2, SMARCA2 activ, hgDAF12 agonist, DAX1 inh-1, hcDAF12 agonist, MBD2 inh, PLC-gamma1 inh, NR1D1 modulator, ADAM17 inh, ssDAF-12 act
[14] N#Cc1ccc(NC(=O)OC2CCC23CCC(c2ccccc2)CC3)cc1 (stereo not given)
 : -4, -2.1, -3, 0.5, /, -0.1, -2, -1, 8, 7, -1.3
[11] CCC(C)(C)c1ccc(OCCCC[n+]2ccccc2)c(C(C)(C)CC)c1
 : 0, -3.0, -7, -9.1, -3.1, -4.4, 1, 4, 16, -3, -2.1
[17] Cc1ccccc1-n1c(=O)c2ccccc2n(CC(=O)NCc2ccco2)c1=O
 : -3, 0.5, 0, -1.5, 3.6, -0.5, -1, -2, 4, -3, -1.3
[16] CCO[C@@H]1OC(C(=O)NC2CC2)=C[C@H](c2ccc(C(F)(F)F)cc2)[C@H]1CCCO
 : 3, -0.6, 2, 1.3, -0.9, -1.6, -2, 0, -4, -3, -0.7

(cont.)
Value order: PLC-beta3 inh, DAX1 inh-2, SMARCA2 activ, hgDAF12 agonist, DAX1 inh-1, hcDAF12 agonist, MBD2 inh, PLC-gamma1 inh, NR1D1 modulator, ADAM17 inh, ssDAF-12 act
[21] CSc1ccc(C(=O)C2CCCN(S(=O)(=O)c3c(C)noc3C)C2)cc1 (stereo not given)
 : -5, -0.9, -4, 4.5, -0.1, -1.2, 0, 3, 2, -11, -1.5
[22] O=C(O)c1ccc2nc(-c3ccco3)c(-c3ccco3)nc2c1
 : -81, -0.5, -2, -1.0, 0.0, -1.1, 69*, -41, -11, -29, -1.5
[23] COCCN1CCn2c(nc3cc(NS(C)(=O)=O)ccc32)C1
 : -243, -0.2, -1, -0.6, 0.8, 0.7, 3, -171, -4, -26, -0.7
[24] Cc1ccc(-n2c(SCC(=O)N3c4ccccc4Sc4ccccc43)nnc2-c2ccncc2)cc1
 : 3, 0.3, 0, 0.4, -0.6, -3.1, 4, 2, 1, 5, 0.0
[25] N#CC(=Cc1ccnc2ccccc12)c1ccccc1
 : -200, -2.6, -4, -0.6, 0.6, -1.3, -4, -163, -15, -39, -2.0
[26] COc1ccccc1C(=O)NCC(c1cccs1)N1CCc2ccccc21 (stereo not given)
 : -3, -2.6, -3, -3.0, -1.1, -2.6, 3, 2, 4, -1, -1.7
[27] Cc1cc(C)nc(SCc2ccc(C(=O)N/N=C/c3ccncc3)cc2)n1
 : -4, 0.1, -1, -1.7, -0.6, -1.3, 1, 1, 3, -1, -2.7
[28] O=C(CN1CCN(C(=O)CNC(=O)c2ccc(N3CCCC3=O)cc2)CC1)Nc1ccccc1Cl
 : -2, -0.4, -4, -2.0, -0.4, 0.4, -1, 0, 2, -5, -1.5
[29] O=C(COc1ccc(Cl)cc1Br)Nc1ccccc1N1CCCC1
 : -5, 2.6, 3, 4.6, -0.8, 0.1, 3, 4, 1, -2, -0.2
[30] COC(=O)C1=C(C(=O)OC)[C@@H]2Nc3ccccc3[C@@]23C[C@@H](C(=O)OC)N(C(=O)c2ccco2)C3=N1
 : 1, 0.0, 2, 1.5, -0.5, -0.5, 0, 0, -2, -2, -1.1
[31] O=C(COc1ccc(Cl)cc1)NCc1nnc(SCC(=O)c2ccccc2)o1
 : -1, 0.4, -1, -2.8, -0.1, -2.1, -3, 3, -3, -1, -1.5
[32] O=C(Nc1ccon1)c1ccc(S(=O)(=O)N2CCOCC2)cc1
 : -7, 0.1, -1, 1.7, 2.3, -0.3, 4, 1, /, -8, -1.0
[33] COc1ccccc1Cc1c(C2CCCCC2)nc2ccc(Cl)cn12
 : -12, 0.5, -3, 0.4, /, -0.6, -1, -5, 0, -5, -1.2
[34] c1ccc(CNCCCNCCCCNCCCNCc2ccccc2)cc1
 : 3, 1.6, -11, 0.6, 0.2, -0.9, 1, 8, -4, -3, -0.7
[35] Cc1ccc(C(=O)O)cc1NC(=O)C1CCN(S(=O)(=O)c2ccc3c(c2)OCCO3)CC1
 : 2, 0.0, 1, -2.3, -0.2, -1.0, -5, -4, -1, -9, -1.2
[36] CCCCN1CCN(C(=O)Cn2c(=O)c3ccccc3n(CC)c2=O)CC1
 : 5, 1.1, -3, -1.6, /, -1.3, -3, 3, -4, 4, -1.5
[37] CC(=O)c1c(O)c(C)c(O)c2c1OC1=Cc3c(c(C)nn3-c3ccccc3)C(=O)C12C (stereo not given)
 : -1, 0.8, -4, 0.3, 1.1, -2.2, 0, 0, 1, -2, -0.2
[38] Cc1nc2nc3c(cn2n1)C(=O)CCC3
 : -7, 0.6, -2, -1.2, 1.1, -0.7, 4, -3, -2, -8, -1.3
[39] CCOC(=O)C1=C(C)NC(=O)NC1c1ccc(N(CC)CC)cc1 (stereo not given)
 : -2, -1.5, -2, 0.4, 2.7, -2.0, -10, -2, 3, 5, -1.1
[40] COc1cccc2cc(C(C)N(CCCN3CCOCC3)C(=S)Nc3c(C)cccc3C)oc12 (stereo not given)
 : -4, -0.5, -1, -1.5, 1.2, 1.2, -2, 1, 5, 1, -1.6
[41] CCSc1cc(C)nc2c(-c3ccccc3)c(C)nn12
 : -2, -0.3, 2, -1.0, 0.6, -3.4, -6, -2, -2, -1, -1.6
[42] O=C(Nc1cc(Cl)ccc1N1CCOCC1)c1ccc(N2CCCCC2)c([N+](=O)[O-])c1
 : -7, -0.9, 1, 2.1, 2.2, 0.5, -2, 1, -2, 0, -1.0
[43] CCOC(=O)CC(=O)CSc1nc2c(sc(=S)n2-c2ccccc2)c(=O)[nH]1
 : -9, -0.5, -3, -2.1, 0.0, -0.6, 3, -2, -7, -4, -0.8
[44] O=C(NCc1cccs1)Nc1ccc2c(c1)OCO2
 : 1, 1.9, -1, 4.6, 0.1, 1.1, -1, -3, 1, 5, -1.5

Not a hit list; about 7.4% have a hit in one of these screens.
